Screening data deposited in PubChem by several laboratories.
aSyn 5UTR inh: 5' untranslated region of α-synuclein, MLPCN primary screen | inhibition, % (tested at 7.5 µM) | 300,000 tested, 0.82% active | alpha-synuclein 5'UTR reporter, inhibitor activity | AID 1813; in the data active means inhibition above about 60%;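 further: H4 neuroglioblastoma cells stably carrying SNCA 5'UTR luciferase fusion; 0% = DMSO wells and 100% = positive control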
GSK3beta inhib: inhibitors of human GSK3beta kinase; P49841; GST-GSK3beta kinase, ADP-Glo luminescence, 60 min; hits give low values; activity score (negative = inhibition), % at 10 µM; 300,000 tested, 0.038% active;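 active means more than half of replicate wells score below -50%, meaning over 50% inhibition versus plate controls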;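 further: 0% = median DMSO wells and -100% = median GW8510 positive control wells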
Target sequence (P49841 whole entry, looked up): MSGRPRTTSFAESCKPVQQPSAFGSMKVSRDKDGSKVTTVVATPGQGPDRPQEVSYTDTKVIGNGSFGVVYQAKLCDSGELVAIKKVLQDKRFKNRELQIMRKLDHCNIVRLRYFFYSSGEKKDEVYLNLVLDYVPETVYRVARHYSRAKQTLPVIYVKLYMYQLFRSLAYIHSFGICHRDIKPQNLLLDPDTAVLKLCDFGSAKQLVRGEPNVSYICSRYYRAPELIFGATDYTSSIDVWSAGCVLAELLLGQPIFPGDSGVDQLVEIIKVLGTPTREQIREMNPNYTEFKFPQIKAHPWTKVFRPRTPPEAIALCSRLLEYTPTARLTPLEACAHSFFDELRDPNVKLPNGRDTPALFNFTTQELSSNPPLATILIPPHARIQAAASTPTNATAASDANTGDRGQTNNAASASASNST
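test system = GST-tagged human GSK3beta kinase, cell-free | reagent = 25 µM ATP with peptide substrate | dosing = one dose of 10 µM per compound | schedule = 60 min reaction, RT | detection = luminescent ADP-Glo measurement of ADP formed | control set = DMSO neutral wells and GW8510 at 20 µM as positive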
AI-2 QS modul: modulators of Vibrio harveyi AI-2 quorum sensing system. Vibrio harveyi JMH597 AI-2 luminescence/OD600 ratio, 9 h; hits give low values; strain lacks LuxN and CqsS sensors; 0 = neutral-control median. AID 2094. 300,000 tested, 0.4% active. activity change, % at 7.5 µM; in the data active means activity change below about -75%, passing the limit was not always enough;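 further: luminescence divided by OD600 gain over 9 h not by final OD600 alone; inactives centre near 13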
HSF-1 act: increases HSF-1 driven luciferase reporter signal; AID 504408; activation, % at 9 µM; 300,000 tested, 1.7% active; NIH3T3-HGL HSF-1 luciferase reporter, MG132, 8 h; 100% = twice DMSO control signal;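 active means mean replicate activation of at least 50% with a set share of replicates each reaching 50%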;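 further: 0% = median of the neutral control wells and 100% = twice that signal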
PolyA inh: yeast polyadenylation inhibition | AID 1875 | calls only at 12 µM | S. cerevisiae SKY197-pL101 polyadenylation reporter, beta-gal luminescence; efflux-impaired pdr1/pdr3 knockout yeast; score 100 = 6 SD above DMSO | 300,000 tested, 0.02% active;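 active means lowest replicate activity score at least 50, where 100 means six control SD above control mean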;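 further: yeast exposed to compound for 9 h at 30 °C; higher score means more reporter readthrough which indicates perturbed polyadenylation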
GSK3 alpha inh: blocks human GSK-3 alpha kinase; P49840; ADP-Glo luminescence, 60 min; inhibition, % at 10 µM; 320,000 tested, 0.1% active; AID 2650;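 in the data active means inhibition above about 50%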;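 further: GST-tagged GSK-3 alpha with peptide substrate and 25 µM ATP; 0% = DMSO neutral wells and 100% = GW8510 positive control wells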
Target sequence (P49840 whole entry, looked up): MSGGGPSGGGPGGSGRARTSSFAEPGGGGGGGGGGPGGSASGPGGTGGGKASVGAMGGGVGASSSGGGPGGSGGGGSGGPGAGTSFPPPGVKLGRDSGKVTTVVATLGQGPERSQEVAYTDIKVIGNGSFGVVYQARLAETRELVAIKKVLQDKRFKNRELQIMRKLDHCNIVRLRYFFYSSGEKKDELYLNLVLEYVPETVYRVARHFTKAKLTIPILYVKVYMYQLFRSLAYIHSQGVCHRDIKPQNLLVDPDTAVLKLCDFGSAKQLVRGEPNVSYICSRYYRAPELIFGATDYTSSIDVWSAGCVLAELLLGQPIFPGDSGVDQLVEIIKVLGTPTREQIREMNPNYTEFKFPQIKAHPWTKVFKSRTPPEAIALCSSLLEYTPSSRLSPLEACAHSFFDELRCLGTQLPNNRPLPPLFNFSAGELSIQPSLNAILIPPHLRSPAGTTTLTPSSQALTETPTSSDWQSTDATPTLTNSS
KLF5 inh: suppresses KLF5 promoter-driven expression | inhibition, % at 5 µM | DLD-1 KLF5 promoter-luciferase reporter, luminescence | 290,000 tested, 0.23% active;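 active means inhibition above a per-plate limit of that plate's mean compound inhibition plus 3 SD, cut at about 60% in these data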;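 further: 0% = DMSO wells and 100% = LY294002 at 200 µM; higher means less KLF5 promoter-driven luciferase light; inactives centre near -14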
IEC-6 tox: IEC-6 cytotoxicity, counter-screen for KLF5 inhibitors | 290,000 tested, 0.78% active | inhibition, % at 5 µM | luminescence viability; in the data active means inhibition above about 22%;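 further: 0% = plate median of test compound wells and 100% = cytotoxic reference compound wells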
HSF1 inhib: HSF1 inhibition; activity change, negative = inhibition, % at 7.5 µM (by protocol); 300,000 tested, 0.77% active; AID 2098; NIH3T3-HGL HSE-luciferase, MG132-induced, luminescence 8 h; hits give low values;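 active means more than half of replicate wells show activity change below -50%, luminescence cut by over half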;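 further: luciferase reports HSF-1 transcriptional activity via heat shock element; 0% = median of DMSO wells and -100% = zero luminescence signal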
HSP90 refold inh: HSP90 refolding inhibition in rabbit reticulocyte lysate. inhibition, % at 5.6 µM. 290,000 tested, 0.91% active. AID 1789. luciferase refolding luminescence, 3 h;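 active means inhibition above the screen-wide mean plus 3 SD, computed separately per campaign, cut at about 16% in these data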;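 further: 0% = DMSO wells and 100% = 60 µM geldanamycin wells; inhibitors lower the luminescence because luciferase stays unfolded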
An asterisk follows results filed as active; i = inactive; nt = no result given.

Results follow in this order: IEC-6 tox | GSK3beta inhib | PolyA inh | aSyn 5UTR inh | AI-2 QS modul | HSF-1 act | HSF1 inhib | GSK3 alpha inh | KLF5 inh | HSP90 refold inh
> Cc1cc2occ(CC(=O)N(C)CC(=O)Nc3cccc(F)c3)c2cc1C
    -6 | 3 | i | -5 | 0 | 40 | 8 | -2 | -9 | -1
> O=C(NC(=S)Nc1nc2c(s1)CCCC2)c1ccccc1
    5 | -9 | i | -345 | 2 | -21 | -15 | -1 | -2 | -1
> O=C1c2ccccc2S(=O)(=O)N1Cc1cccc(S(=O)(=O)N2CCOCC2)c1
    -7 | -4 | i | 6 | 21 | -9 | -6 | 0 | -4 | 0
> CC(C)N(Cc1nc(-c2ccc(Cl)cc2)no1)C(=O)c1cccs1
    7 | 1 | i | -8 | 9 | 31 | 7 | 0 | 0 | 4
> CSc1nc(C)cc(SCCO)n1
    3 | 2 | i | 9 | 30 | -3 | -9 | -1 | -16 | -1
> CCOc1ccccc1N1CC(C(=O)NCCc2ccc(S(N)(=O)=O)cc2)CC1=O (centres undefined)
    3 | 2 | i | 3 | 44 | 2 | 0 | 0 | -22 | 3
> Cc1ccc(S(=O)(=O)N2CCN(C(=O)CSc3nc4ccccc4c(=O)[nH]3)CC2)cc1
    -6 | -1 | i | 4 | 28 | 36 | 7 | -2 | -10 | 4
> Cc1oc2c(C)c3oc(=O)c(CC(=O)N[C@@H](CC(C)C)C(=O)N[C@@H](Cc4ccccc4)C(=O)O)c(C)c3cc2c1C
    2 | -2 | i | 33 | 67 | -2 | 0 | -2 | 17 | 1
> CC(C)c1ccc(Oc2cccc(C(=O)/C(C#N)=C/N(C)C)c2)cc1
    -8 | 0 | i | -2 | 40 | 41 | 10 | -4 | -24 | -5
> N#CCCn1cc(C(=O)N2CCCCC2)c(-c2cccc([N+](=O)[O-])c2)n1
    -6 | 3 | i | 30 | -4 | -17 | 1 | 4 | -22 | 0
> COc1ccccc1C(=O)C1CCCN(C(=O)c2ccc3c(c2)OCCO3)C1 (centres undefined)
    -4 | 4 | i | 27 | 0 | 49 | 6 | 0 | -23 | 4
> Cc1ccc(N(CC(=O)NCc2ccco2)C(=O)CNS(=O)(=O)c2ccccc2)c(C)c1
    0 | 0 | i | -5 | 15 | 42 | 13 | 0 | -34 | -3
> O=C(Nc1ccc(S(=O)(=O)NCc2ccco2)cc1)c1cccc(F)c1
    -1 | 1 | i | -8 | 11 | 9 | 1 | -2 | -17 | -1
> O=C(NCc1ccc(F)cc1)C1CCN(S(=O)(=O)N2CCCC2)CC1
    3 | 1 | i | -9 | 26 | 15 | -2 | -1 | -6 | 0
> O=C(c1cccnc1)C1CCCN(Cc2nc(Cc3ccccc3F)no2)C1 (centres undefined)
    0 | 2 | i | -20 | -3 | 5 | -4 | -3 | -8 | 8
> CC(=O)c1c(C)[nH]c(=S)c(C#N)c1-c1ccc(Cl)cc1
    2 | -1 | i | 7 | 19 | 49 | 23 | -2 | -11 | 0
> COc1ccc(NC(=O)CSCC(=O)Nc2cc(Cl)ccc2N2CCCC2)cc1
    -7 | -20 | i | -5 | -26 | -3 | -1 | -3 | -27 | 1
> Cc1oc2c(CN3CCC(C)CC3)c(O)ccc2c(=O)c1-c1ccccc1
    -2 | -5 | i | -1 | 1 | -9 | -14 | -2 | 0 | -1
> CC(Oc1cc2oc(=O)c3c(c2cc1Cl)CCCC3)C(=O)NCc1ccncc1 (centres undefined)
    3 | 0 | i | 11 | 14 | 3 | -1 | nt | -8 | 4
> CC(=O)N1CCCc2cc(S(=O)(=O)N3CCCC(C(=O)NCc4ccc(Cl)cc4)C3)ccc21 (centres undefined)
    2 | 1 | i | 18 | 28 | 0 | 1 | -1 | -8 | -8
> COCC1CCCN(Cc2nc(-c3ccc4c(c3)OCO4)no2)C1 (centres undefined)
    2 | 1 | i | -62 | 15 | 16 | 8 | -2 | -36 | 0
> O=S(=O)(Cc1cc(-c2ccccc2)no1)c1ccccc1
    10 | 1 | i | -77 | 9 | 13 | 12 | 0 | -71 | 2
> COc1ccc(/C=C/CN2CCC(Oc3ccc(C(=O)N4CCCCC4)cc3)CC2)cc1
    -6 | 4 | i | -13 | 29 | 0 | -7 | 0 | -15 | -1
> CC(C(=O)N1CCN(Cc2ccc3c(c2)OCO3)CC1)n1cc([N+](=O)[O-])cn1 (centres undefined)
    -4 | 0 | i | 14 | 17 | -2 | -3 | 0 | -14 | -4
> O=S(=O)(c1ccccc1)N1N=C(c2ccccc2)CC1c1ccccc1 (centres undefined)
    1 | 3 | i | nt | 7 | nt | nt | -1 | -2 | 2
> OCCCNCc1cccc2ccccc12
    -6 | 0 | i | -2 | 22 | -9 | 0 | -3 | -5 | -1
> COc1ccccc1CNC(=O)CCCC(=O)n1nc(C)c2ccccc21
    -8 | 0 | i | -16 | 19 | 1 | -2 | -1 | -32 | -1
> Cc1cc(C)c(S(=O)(=O)c2cccc(Br)c2C)c(=O)[nH]1
    6 | 1 | i | 28 | 3 | 3 | -3 | 2 | -14 | 7
> Cc1cc(C)n2cc(CSc3nncn3C)nc2n1
    -4 | -3 | i | 0 | 12 | -5 | -15 | 0 | -32 | 0
> CCN1C(=O)Cc2cc(S(=O)(=O)N3CCOCC3)ccc21
    -2 | 0 | i | 7 | 27 | -8 | 2 | -3 | 16 | 1
> CC1=C(C(=O)N2CCCC(N3CCN(c4ccccc4F)CC3)C2)OCCO1 (centres undefined)
    2 | 3 | i | -14 | 3 | 14 | -6 | 0 | -8 | 1
> COc1cc2c(C(=O)N3CCOCC3)c(CSc3ccccc3)n(C)c2cc1Br
    4 | -2 | i | -3 | 44 | 24 | 2 | -2 | 8 | 0
> Cn1c(SCC(=O)NCc2ccccc2)nnc1-c1ccc(NC(=O)CCc2ccccc2)cc1
    -9 | 0 | i | 14 | 6 | 0 | 5 | -1 | -20 | -3
> C=CCn1c(SCC(=O)Nc2ccc3c(c2)OCO3)nnc1-c1ccccc1OC
    -1 | 5 | i | 23 | 14 | -24 | -13 | 0 | -18 | -2
> CCN1C(C)=C(C)S/C1=C1\SC(=S)N(NC(C)=O)C1=O
    -2 | -5 | i | -12 | 6 | -2 | -4 | -3 | -23 | 3
> Cc1cc(C)c(S(=O)(=O)N2CCCC2)c(C)c1
    4 | 1 | i | 14 | 8 | -1 | -9 | 5 | -35 | 3
> O=C(Cn1nnc(-c2cccc(C(F)(F)F)c2)n1)NNS(=O)(=O)c1cccc(C(F)(F)F)c1
    -2 | 3 | i | 12 | 30 | 7 | -3 | -2 | -29 | -3
> COc1ccc2nc(SCC(=O)Nc3ccc4sc(C)nc4c3)c(C#N)cc2c1
    -4 | 8 | i | -148 | 35 | 13 | 10 | nt | -30 | 0
> Cc1cc(N2C(=O)C(=O)/C(=C(/O)c3ccccc3)C2c2cccc(Br)c2)no1 (centres undefined)
    nt | -3 | i | -4 | 14 | -5 | 2 | -4 | nt | nt
> O=[N+]([O-])c1ccc2c(c1)nc1n2CCSC1
    -3 | -4 | i | -10 | 4 | 0 | 6 | -9 | -3 | 1
> CS(=O)(=O)N1CCC(C(=O)Nc2cc(Cl)ccc2Cl)CC1
    0 | -1 | i | 13 | 23 | -5 | -8 | 1 | 11 | -5
> COC(=O)CN(C#N)c1nc(SC)nc(N(C)C)n1
    0 | 2 | i | -2 | 10 | 9 | -11 | 3 | 2 | 0
> Cc1ccc(CC2C(=O)N(c3cc(C)ccc3C)C(=O)C2C)cc1 (centres undefined)
    5 | -1 | i | 16 | -4 | 19 | 0 | -3 | -21 | -2
> O=C(Cc1ccccc1F)Nc1nc(-c2ccc(F)cc2)cs1
    0 | 1 | i | -54 | -21 | 39 | 11 | -2 | -102 | 1
> Cc1cc(NC(=O)CCCN2C(=O)/C(=C\c3cccs3)SC2=S)no1
    -3 | 3 | i | -5 | 18 | -5 | 0 | nt | -30 | 2
> CCS(=O)(=O)NCc1cn2ccsc2n1
    -1 | -2 | i | 11 | -2 | 7 | -4 | -2 | -18 | 5
> O=C(CSc1cccc[n+]1[O-])Nc1c(Br)cc([N+](=O)[O-])cc1Br
    3 | 2 | i | 14 | 24 | -6 | -4 | -4 | -8 | 2
> Cc1ccc(NC(=O)NCCCCc2ccccc2)cc1
    -1 | 1 | i | -24 | 6 | 8 | -3 | 0 | -40 | -6
> COc1ccc(Cl)cc1NC(=O)c1nnn(CC(=O)Nc2ccc(C)c(C)c2)c1N
    -3 | 2 | i | 33 | 23 | 2 | 6 | -2 | 4 | 1
> CCOC(=O)N/N=C\c1ccc(-c2cc(Cl)ccc2Cl)o1
    3 | 1 | i | 34 | 2 | 13 | -9 | -2 | -5 | 2
> O=C(Nc1ccc(Oc2ccc3ccccc3c2)cc1)c1ccco1
    7 | 2 | i | 22 | -96* | -18 | 0 | -2 | -1 | 7
> Cc1cc(C)n2c(SCC#N)nnc2n1
    -5 | 2 | i | 5 | 8 | -6 | -4 | 0 | 0 | -6
> COC(=O)C1=C(C(=O)OC)[C@@H]2N(Cc3ccccc3)c3ccccc3[C@@]23C[C@@H](C(=O)OC)N(C(=O)NC2CCCCC2)C3=N1
    nt | 0 | i | 25 | -4 | 2 | -2 | 0 | nt | nt
> Cc1cc(C)nc(NC2=NCCN2C(=O)NC2CCCCC2)n1
    -1 | 0 | i | 12 | 13 | -3 | -4 | 0 | 2 | 2
> Cc1ccc(CC(=O)N(Cc2ccccc2)c2ccccn2)cc1
    -1 | -2 | i | 25 | 2 | -32 | -10 | -2 | -5 | -2
> CCOc1cnn(Cc2ccccc2)c(=O)c1SCc1ccccc1
    3 | -1 | i | 15 | 15 | 10 | -7 | -2 | -11 | 0
> Cc1cc(Cl)nc2c(C(C)C)cccc12
    -3 | -3 | i | 27 | 2 | 12 | -6 | -1 | -11 | 6

Filtered by structure: the entries above containing fluorine.
Results follow in this order: IEC-6 tox | GSK3beta inhib | PolyA inh | aSyn 5UTR inh | AI-2 QS modul | HSF-1 act | HSF1 inhib | GSK3 alpha inh | KLF5 inh | HSP90 refold inh
> Cc1cc2occ(CC(=O)N(C)CC(=O)Nc3cccc(F)c3)c2cc1C
    -6 | 3 | i | -5 | 0 | 40 | 8 | -2 | -9 | -1
> O=C(Nc1ccc(S(=O)(=O)NCc2ccco2)cc1)c1cccc(F)c1
    -1 | 1 | i | -8 | 11 | 9 | 1 | -2 | -17 | -1
> O=C(NCc1ccc(F)cc1)C1CCN(S(=O)(=O)N2CCCC2)CC1
    3 | 1 | i | -9 | 26 | 15 | -2 | -1 | -6 | 0
> O=C(c1cccnc1)C1CCCN(Cc2nc(Cc3ccccc3F)no2)C1 (centres undefined)
    0 | 2 | i | -20 | -3 | 5 | -4 | -3 | -8 | 8
> CC1=C(C(=O)N2CCCC(N3CCN(c4ccccc4F)CC3)C2)OCCO1 (centres undefined)
    2 | 3 | i | -14 | 3 | 14 | -6 | 0 | -8 | 1
> O=C(Cn1nnc(-c2cccc(C(F)(F)F)c2)n1)NNS(=O)(=O)c1cccc(C(F)(F)F)c1
    -2 | 3 | i | 12 | 30 | 7 | -3 | -2 | -29 | -3
> O=C(Cc1ccccc1F)Nc1nc(-c2ccc(F)cc2)cs1
    0 | 1 | i | -54 | -21 | 39 | 11 | -2 | -102 | 1

This is a subset; count on the stated rates, not on these rows.
